NSD2 HMT inh – NSD2 (human) methyltransferase inhibition; hit rate 0.54% among 310,000; NSD2 peptide methylation, AlphaScreen, 120 min; O96028; inhibition, % at 12.5 µM; in the data active = inhibition above about 50%
Wnt bcat act – activators of Wnt/beta-catenin signaling; activation, % at 9.35 µM; AID 743398; Wnt/beta-catenin reporter cell assay, activator, plate reader; hit rate 1.2% among 300,000; in the data active = activation above about 30%, passing the limit was not always enough;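 note: 0% = neutral control wells and 100% = positive control wells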
MITF TRPM1 HTS – activators of MITF-driven TRPM1 promoter activity in SK-MEL-5 cells | SK-MEL-5 TRPM1-promoter luciferase, 24 h; % of positive control, neutral wells = 0 | activation, % at 12.5 µM | hit rate 0.75% among 300,000;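 active = mean activation of at least 80% with every replicate also reaching 80%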;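 note: 0% = neutral control wells and 100% = parthenolide positive control wells; values of inactives mirror those of a sister screen read the other way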
V-ATPase pH – yeast V-ATPase proton transport regulation by pHLuorin; S. cerevisiae, pHLuorin cytosolic pH fluorescence; response, % at 10 µM; hit rate 0.37% among 350,000; AID 504577; in the data active = response mostly above about 7.3%, no sharp cut-off; inactive = mostly below about 5.4%; note: actives read high; inactives centre near 0; some compounds called inactive have numbers as strong as hits; reference of the scale not given here
dFosB act – activators of mouse delta FosB homodimer; P13346; purified delta FosB, TAMRA-CDK5 oligo fluorescence polarization; percent of positive-control signal above neutral wells; activation, % at 25 µM; hit rate 0.99% among 340,000; AID 493131;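 active = mean activation above about 17%, with every replicate also reaching it, limit read from the data, passing the limit was not always enough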;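 note: fluorescence polarization rise as delta FosB binds a TAMRA Cdk5 AP-1 oligo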
SR-BI HDL uptake – mouse SR-BI HDL lipid transfer inhibition. Q61009. ldlA[mSR-BI] CHO cells, DiI-HDL uptake fluorescence, 3 h. inhibition, % at 12.5 µM. hit rate 0.96% among 320,000. AID 488896;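 active = mean replicate inhibition of at least 70% and a set share of replicates each scoring 70 or more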;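 note: 0% = median of neutral control wells and 100% = median of positive control wells; values of inactives mirror those of a sister screen read the other way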
HTR5A inv ctr – counter-screen for OPRM1-OPRD1 inverse agonists: human HTR5A inverse agonism. HTR5A cell line, luminescence. inhibition, % at 9.3 µM. hit rate 0.083% among 340,000. AID 504634; in the data active = inhibition mostly above about 23%, no sharp cut-off; inactive = mostly below about 18%;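 note: 0% = cells with DMSO and 100% = no-cell wells with DMSO; some compounds called inactive have numbers as strong as hits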
Target sequence (P47898 whole entry, looked up): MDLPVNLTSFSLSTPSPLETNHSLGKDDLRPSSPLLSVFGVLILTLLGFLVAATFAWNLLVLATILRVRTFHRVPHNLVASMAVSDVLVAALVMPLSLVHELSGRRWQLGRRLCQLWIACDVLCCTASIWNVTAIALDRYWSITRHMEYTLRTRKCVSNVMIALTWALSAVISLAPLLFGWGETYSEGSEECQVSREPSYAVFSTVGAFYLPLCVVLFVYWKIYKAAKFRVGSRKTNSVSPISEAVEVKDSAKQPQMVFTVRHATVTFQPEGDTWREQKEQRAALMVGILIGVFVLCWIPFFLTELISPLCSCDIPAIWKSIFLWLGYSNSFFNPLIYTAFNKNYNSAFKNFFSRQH
PvdQ inh – blocks Pseudomonas aeruginosa PvdQ acylase activity; purified PvdQ acylase, fluorescence plate reader; inhibition, % at 10 µM; hit rate 0.063% among 340,000; AID 488965; in the data active = inhibition above about 30%, passing the limit was not always enough;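 note: 0% = vehicle neutral wells and 100% = reference inhibitor wells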
CDK5 inh – inhibitors of human CDK5/p35 kinase; Q00535+Q15078; Recombinant CDK5/p35, ADP-Glo luminescence, 60 min; hit rate 0.01% among 330,000; inhibition, % at 10 µM; AID 488839;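 active = highest replicate inhibition of at least 50% and at least 75% of replicates reaching 50%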;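 note: plate controls were DMSO neutral control for no effect and GW8510 at 10 µM for full effect; many of its hits are not listed in these tables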
Target sequence (Q00535 whole entry, looked up): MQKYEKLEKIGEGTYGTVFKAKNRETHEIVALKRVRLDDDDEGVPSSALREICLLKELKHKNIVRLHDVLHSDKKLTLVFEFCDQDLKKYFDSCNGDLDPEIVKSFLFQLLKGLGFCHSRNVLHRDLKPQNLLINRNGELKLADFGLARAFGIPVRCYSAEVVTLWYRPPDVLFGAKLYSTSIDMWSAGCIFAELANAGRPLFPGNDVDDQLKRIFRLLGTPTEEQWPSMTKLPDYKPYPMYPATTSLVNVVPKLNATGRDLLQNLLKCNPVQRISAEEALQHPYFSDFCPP
Target sequence (Q15078 whole entry, looked up): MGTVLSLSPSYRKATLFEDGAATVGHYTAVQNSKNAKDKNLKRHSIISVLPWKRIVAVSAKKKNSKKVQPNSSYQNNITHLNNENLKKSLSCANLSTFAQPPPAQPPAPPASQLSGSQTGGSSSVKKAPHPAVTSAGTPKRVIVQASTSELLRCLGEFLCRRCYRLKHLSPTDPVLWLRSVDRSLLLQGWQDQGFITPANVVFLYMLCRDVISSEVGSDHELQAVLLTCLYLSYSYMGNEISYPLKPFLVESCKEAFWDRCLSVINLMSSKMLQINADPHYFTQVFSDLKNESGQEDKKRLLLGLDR
HTR5A ag ctr – HTR5A agonism, opioid heterodimer counter-screen | HTR5A agonist assay, luminescence, cell-based | activation, % at 9.3 µM | hit rate 0.61% among 340,000; in the data active = activation mostly above about 9.5%, no sharp cut-off; inactive = mostly below about 7.6%;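 note: 0% = cells with vehicle only and 100% = reference agonist; strong numbers were not always called active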
* marks the source's active call; other numbers are inactive results; · = not tested or not shown.

molecule,HTR5A ag ctr,dFosB act,MITF TRPM1 HTS,PvdQ inh,Wnt bcat act,NSD2 HMT inh,V-ATPase pH,SR-BI HDL uptake,CDK5 inh,HTR5A inv ctr
CCOCCn1c(CN2CCCCC2C)nc2c1c(=O)n(C)c(=O)n2C (centres undefined),-5,1,·,4,-3,·,0,-26,-1.3,8
Cc1cc2cc(CNC(=O)c3ccc(S(=O)(=O)N4CCOCC4)cc3)ccc2n1C,-2,-6,2,-3,-6,·,0,-5,-0.3,-17
Cc1cccc(C)c1OCc1nc2ccccc2[nH]1,2,-6,6,-3,-2,-3,8,29,0.4,4
Cc1cccc(NC(=O)CSc2nc3nc(C)cc(C)n3n2)c1,0,-7,31,-14,0,4,-1,-25,1.7,0
Cc1ccccc1OCc1nc2ccccc2c(=O)n1/N=C/c1ccco1,-2,-13,29,-13,·,-3,-1,29,1.4,8
CC(C)(C)c1ccc(C(=O)NNC(=O)c2ccc(Cl)cc2)cc1,3,-7,-2,-6,-2,-1,0,2,-2.3,-21
COc1ccc(Cl)cc1NC(=O)C/C(C)=N/NC(=O)CC#N,0,5,-6,-10,-4,-1,6,10,-0.6,-1
CCc1nc2ccccc2c(C(=O)OCC(=O)Nc2cccc(S(=O)(=O)NC3=NCCCCC3)c2)c1C,8,-26,-51,-15,1,1,1,37,0.5,-21
CC(C)(C)NC(=O)COC(=O)c1c2c(nc3ccccc13)CCC2,8,-3,·,-14,-1,5,3,·,0.2,-22
COc1cc(C(=O)N2CCN(C3CCC(C)CC3)CC2)cc(OC)c1OC (centres undefined),3,-9,1,0,0,3,-2,-1,-1.4,-11
CCNC(=O)C(=O)NCCC1CCCCN1S(=O)(=O)c1cccs1 (centres undefined),-2,-2,3,19,-1,0,5,-26,0.3,4
Cc1c(CC(=O)NCCCCCC(=O)O)c(=O)oc2c(C)c3oc4c(c3cc12)CCCC4,1,-10,-1,-10,10,0,2,-34,-1.5,-4
Cc1ccccc1C(=O)NNC(=O)c1ccoc1C,-5,1,-4,11,·,2,-2,-3,1.5,2
Fc1ccc(-c2nc(-c3cccs3)no2)cc1,2,3,58,-13,-6,-2,3,·,0.4,-8
Cc1ccc(OCCC(=O)N(CC(=O)Nc2ccccc2C(F)(F)F)Cc2ccco2)cc1,-6,-9,-2,-8,-1,-2,3,13,0.3,15
O=C(Cn1cnc2ccccc2c1=O)NCC(=O)N1CCN(Cc2ccc3c(c2)OCO3)CC1,0,1,-1,-13,·,1,2,-23,-0.2,0
CCCCn1c(N)c(N(CCC(C)C)C(=O)c2ccc(-c3ccc([N+](=O)[O-])cc3)o2)c(=O)[nH]c1=O,-3,-5,-5,-6,-5,1,6,8,-1.9,-1
COc1cc(CC(=O)NNC(=O)c2cc(C)oc2C)cc(OC)c1OC,4,-5,20,-4,·,0,-4,-42,-1.4,-13
CCOC(=O)c1ccc(NC(=S)NCCCN2CCCC2=O)cc1,-2,3,11,-7,1,-1,-1,-9,-0.3,5
CCCCN1C(=O)C2ON(c3ccccc3C)C(c3ccco3)C2C1=O (centres undefined),8,3,-3,2,-2,-3,-3,5,0.4,-20
COC(=O)CN1C(=O)N(c2ccccc2)C(N(O)C(=O)Nc2ccccc2)C1(C)C (centres undefined),2,-3,9,-14,0,-1,0,-19,1.4,-27
O=C1CSC(c2cccc(Cl)c2Cl)N1c1ccccn1 (centres undefined),4,-1,5,5,-1,-31,-3,-20,2.3,8
O=C(Cc1ccc(Cl)cc1)Nc1ccc2c(c1)C(=O)NC2=O,-2,2,-8,-14,·,·,1,-4,-0.7,3
CN(C)Cc1cc(C(C)(C)c2cc(CN(C)C)c(O)c(CN(C)C)c2)cc(CN(C)C)c1O,1,-3,·,-15,-13,26,1,-16,-3.4,-2
COC(=O)CC(=O)N1CCN(c2ccc(Cl)c(Cl)c2)CC1,-1,-11,11,-3,-8,-6,1,-14,0.4,3
CCN(C[C@H]1N[C@@](Cc2ccccc2)(C(=O)OC)[C@H]2C(=O)N(Cc3ccccc3)C(=O)[C@@H]12)S(=O)(=O)c1ccc(F)cc1,-1,-22,-6,-19,-3,·,1,-266,-2.4,2
COC(=O)c1cc(NC(=O)C23CCC(C)(C(=O)O2)C3(C)C)cc(C(=O)OC)c1 (centres undefined),-3,2,-1,-11,2,-3,-1,21,-0.9,-14
Cc1cccc2cc(/C=N/NC(=O)c3ccncc3)c(Cl)nc12,1,-13,·,-16,-1,9,2,34,-4.0,-26
O=S(=O)(c1ccc(F)cc1)N1CCN(S(=O)(=O)c2ccc3c(c2)OCCO3)CC1,1,-1,7,-12,1,·,7,-3,2.2,2
Cc1cc(C)c2cc(CN(Cc3ccco3)C(=O)NCc3ccccc3)c(=O)[nH]c2c1,4,-10,13,-4,·,·,-1,20,-0.4,18
Clc1ccc(-c2nnc3n2-c2ccccc2SC3)cc1,1,-3,-14,-2,1,1,2,5,2.8,-6
O=[N+]([O-])c1ccc(Nc2ccc(F)cc2)nc1,-1,-4,10,1,·,-1,-1,12,-0.6,2
O=C(O)c1ccccc1-c1ccccc1C(=O)Nc1ccc2c(c1)[nH]c(=O)c1ccccc12,1,-10,10,-17,0,3,-3,-30,0.8,-5
CCN(CC(=O)Nc1ccc(NC(C)=O)cc1)C(=O)/C=C/c1ccc(S(=O)(=O)N2CCCCCC2)cc1,5,-10,1,-6,-2,5,3,15,-0.1,-6
CC1CCCC(NC(=O)COC(=O)COc2ccc(Cl)cc2)C1C (centres undefined),4,-9,5,-3,0,0,2,-9,-1.1,-14
O=C(Nc1nc(-c2ccc([N+](=O)[O-])cc2)cs1)c1c(F)cccc1F,8,9,16,-7,2,-4,2,46,-3.0,-23
Cc1cc([N+](=O)[O-])cc(C)c1OCC(=O)N/N=C/c1ccc(OC(=O)c2ccccc2)cc1,-1,-7,-6,-9,·,2,0,60,1.2,-29
CC1(C)Cc2[nH]c(=S)c(C#N)cc2CO1,-2,-9,0,7,·,-2,-4,-1,0.4,16
O=C(c1cnccn1)N1CCc2c([nH]c3ccccc23)C1c1cccc(Cl)c1 (centres undefined),-5,-4,-7,-17,-2,-25,3,24,-0.6,12
O=C(N/C(=C/c1cccc([N+](=O)[O-])c1)C(=O)N1CCCC1)c1ccccc1,-1,-2,-5,-11,0,-5,0,9,0.1,7
O=C(c1ccccc1)c1ccc(C(=O)N2CCN(c3ccc(F)cc3)CC2)o1,3,-10,10,3,·,2,-3,21,-0.5,-12
CON(C)C(=O)CCC1CCCN1C(=O)OC(C)(C)C (centres undefined),-3,-9,5,-9,·,·,-1,9,0.6,11
O=C(N/N=C/c1ccco1)c1cc(-c2cccc3ccccc23)n[nH]1,-2,0,50,1,15,5,-5,36,-0.7,-5
CCOc1cc(C(c2c(C)[nH][nH]c2=O)c2c(C)[nH][nH]c2=O)ccc1OC(=O)c1cccc([N+](=O)[O-])c1,3,-9,-4,-21,·,5,4,-34,0.8,13
CCc1ccc2[nH]c(=O)c(CN(CCCN3CCOCC3)C(=O)Nc3ccccc3)cc2c1,-5,-13,-5,-11,·,14,-4,2,0.0,13
COc1cc(/C=N/NC(N)=O)cc(Br)c1OCc1ccc(C)cc1,4,0,·,-1,0,1,2,1,-0.4,-34
N#Cc1ccccc1NC(=O)Nc1cccs1,1,-10,-3,-8,·,2,-7,-5,2.5,15
COc1ccc(OC)c(NC(=O)Cn2c(=O)n(CC3CCCO3)c(=O)c3cc(OC)c(OC)cc32)c1 (centres undefined),2,-8,0,2,-5,·,0,-16,-0.1,-6
Cc1ccc(S(=O)(=O)N(C)C)cc1NC(=O)COC(=O)CN1C(=O)c2ccccc2C1=O,-5,-1,-2,-9,-2,-4,3,-8,-0.5,-15
c1coc(CNCc2cccs2)c1,6,1,·,1,-1,0,1,-14,-2.1,-15
CC(=O)C1=C(O)C(=O)N(CCc2c[nH]c3ccccc23)C1c1ccccc1 (centres undefined),4,7,-3,-10,·,1,3,-10,-0.2,12
COc1ccc(CNc2ncc(-c3ccc(F)cc3)n2C)c2ccccc12,8,12,-52,-14,-2,7,-1,11,0.9,-17
CC(=O)NNc1ccc(C(F)(F)F)cc1[N+](=O)[O-],7,-5,6,-5,-2,-3,0,-16,-0.9,15
COc1ccccc1NC(=O)NCC1(N(C)C)CCCCC1,5,-4,-6,-6,-1,0,1,·,-1.2,-15
CC(C)(C)N(Cc1ccccc1)C(=O)COC(=O)c1ccc([N+](=O)[O-])o1,-5,-5,-55,-14,5,15,-3,36,-2.5,12
COC1=C/C(=C/c2c(N)n3nc(CC(=O)N4CCCCC4)sc3nc2=O)C=CC1=O,0,-6,-1,16,·,·,-1,-31,-9.2,0
Cc1ccc(S(=O)(=O)N2CCN(C(=O)c3ccc(-n4cncn4)c([N+](=O)[O-])c3)CC2)cc1C,-2,-4,-12,3,-3,2,-1,-11,-0.4,7
Cc1cc(C)cc(C(=O)Nc2c3c(nn2C(C)(C)C)CS(=O)(=O)C3)c1,-1,-10,7,-4,-1,-3,1,-110,-0.7,8
O=C1CSC(c2ccccn2)N1c1ccc2ccccc2c1 (centres undefined),5,-4,·,-5,12,0,-4,7,-0.5,-16
CC(=O)c1ccc2c(c1)C1C=CCC1C(c1ccncc1)N2 (centres undefined),5,-10,34,-8,·,5,3,4,-0.2,-12

Other structures:
molecule,HTR5A ag ctr,dFosB act,MITF TRPM1 HTS,PvdQ inh,Wnt bcat act,NSD2 HMT inh,V-ATPase pH,SR-BI HDL uptake,CDK5 inh,HTR5A inv ctr
CC(C)(C)c1ccc(N=C2SCC(=O)N2Cc2cccs2)cc1,-1,0,·,-8,22,-5,-1,-4,1.1,2
CN(CC(=O)Nc1ccccc1C(F)(F)F)CC(=O)N1CCCCCC1,1,2,-9,-8,-2,-2,-5,-20,0.1,1
COc1cccc2c(Cl)c(CCCl)c(C)nc12,1,-4,24,-4,2,-4,-2,6,0.5,-2
COc1ccc2c(=O)c(-c3ccccc3)c(C)oc2c1,3,-5,9,0,·,-3,6,13,5.2,-26
CC(C)N1C(=O)C2C(c3ccccc3O)NC(C)(C(=O)O)C2C1=O (centres undefined),5,0,2,12,1,·,6,-2,1.9,-14
Cc1c(C(=O)N2CCOCC2)c(S(=O)(=O)Nc2ccc(Br)cc2F)c(C)n1C,-2,-3,-8,-12,-3,-2,5,-31,-0.8,9
O=C(OCCN(C1=NS(=O)(=O)c2ccccc21)c1ccccc1Cl)c1ccc(Cl)cc1,-1,-6,-18,-10,·,-2,5,21,-0.6,-19
O=C(Nc1cnn(Cc2ccc(F)cc2)c1)C(c1ccccc1)c1ccccc1,-4,-15,-3,1,-5,1,5,-6,-0.9,9
COc1cc(C2Nc3ccc4ncccc4c3C3=C2C(=O)CC(C)(C)C3)cc(OC)c1O (centres undefined),3,1,-19,-2,27,-4,-3,3,-1.5,23
CCCC[n+]1c(C)sc2ccc(C)cc21,-2,-7,0,-4,·,-2,0,-7,-5.6,5

Assay outcomes as filed in PubChem BioAssay.
